Assay outcomes from PubChem.
MITF inh – blocks human microphthalmia-associated transcription factor; O75030; AlphaScreen MITF homodimerization, bead proximity signal; inhibition, % at 2.6 µM; actives 0.91% (n = 650,000); in the data active = inhibition above about 50%;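 also: 0% = vehicle wells with protein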
Target sequence (O75030 whole entry, looked up): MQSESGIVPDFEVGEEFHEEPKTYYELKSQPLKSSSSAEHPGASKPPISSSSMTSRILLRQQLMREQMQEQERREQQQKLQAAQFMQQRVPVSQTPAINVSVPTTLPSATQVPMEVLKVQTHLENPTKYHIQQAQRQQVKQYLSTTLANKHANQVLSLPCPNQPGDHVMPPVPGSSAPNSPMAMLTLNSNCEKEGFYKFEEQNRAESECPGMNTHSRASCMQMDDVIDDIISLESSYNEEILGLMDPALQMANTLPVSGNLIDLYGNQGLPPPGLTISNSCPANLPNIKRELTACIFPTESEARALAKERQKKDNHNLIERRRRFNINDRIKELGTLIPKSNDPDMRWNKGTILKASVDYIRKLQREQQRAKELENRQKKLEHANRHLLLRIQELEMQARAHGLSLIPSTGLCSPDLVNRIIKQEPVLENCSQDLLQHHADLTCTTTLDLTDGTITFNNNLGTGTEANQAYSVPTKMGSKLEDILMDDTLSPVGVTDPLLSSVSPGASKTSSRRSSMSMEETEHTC
GPR151 ag – human GPR151 activation; Q8TDV0; PathHunter beta-arrestin GPR151 cells, luminescence; activation, % at 11.2 µM; actives 1% (n = 650,000); AID 1508602; in the data active = activation above about 4.9%;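 also: 0% = median of compound wells and 100% = cells with positive control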
Target sequence (Q8TDV0 whole entry, looked up): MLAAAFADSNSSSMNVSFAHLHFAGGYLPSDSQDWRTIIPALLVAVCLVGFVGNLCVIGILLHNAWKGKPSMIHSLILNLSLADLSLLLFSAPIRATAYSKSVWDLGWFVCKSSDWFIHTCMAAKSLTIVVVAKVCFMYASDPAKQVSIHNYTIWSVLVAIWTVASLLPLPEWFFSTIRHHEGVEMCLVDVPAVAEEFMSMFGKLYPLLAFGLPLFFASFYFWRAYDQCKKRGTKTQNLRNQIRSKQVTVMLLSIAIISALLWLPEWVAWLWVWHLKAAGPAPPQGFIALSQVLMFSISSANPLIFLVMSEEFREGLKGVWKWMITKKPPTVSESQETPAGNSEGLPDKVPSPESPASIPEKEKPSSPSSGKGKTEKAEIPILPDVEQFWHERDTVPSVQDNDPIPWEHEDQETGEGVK
FBW7 act – activators of human E3 ligase FBW7. AlphaScreen FBW7–phospho-cyclin E peptide binding, activator screen. normalized activity (activation), % at 26.1 µM. actives 0.13% (n = 650,000); in the data active = normalized activity above about 1.9%;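 also: purified mutant Fbw7 with reduced substrate affinity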
TEAD-YAP block – TEAD-YAP interaction inhibition; actives 1.4% (n = 640,000); inhibition, % at 9.12 µM; HEK-TIYL cells, TEAD-Gal4/YAP UAS-luciferase luminescence; AID 1259422; in the data active = inhibition above about 32%;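 also: 0% = median of test compound wells and 100% = reference inhibitor wells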
Active calls of the source: *; & = joins results of further samples.

`CC1(C(=O)NNC(=S)Nc2ccc3c(c2)OCO3)CC1(Cl)Cl` (stereo not given) gave MITF inh 21, GPR151 ag -1.3, FBW7 act 0.1 and TEAD-YAP block -51.
Screening CCN(CC)C(=O)N1CCC(NC(=O)c2ccc([N+](=O)[O-])cc2)CC1 returned MITF inh 5, GPR151 ag -0.3, FBW7 act 0.1 and TEAD-YAP block -7.
Screening Cc1cccc(NS(=O)(=O)c2ccc3c(c2)OCCO3)c1 returned MITF inh -6, GPR151 ag 2.5, FBW7 act -0.1 and TEAD-YAP block 5.
`CC(C)(C)NC1=NC(C(F)(F)F)(C(F)(F)F)NC(=O)N1` gave MITF inh -7, GPR151 ag -0.3, FBW7 act 0.7 and TEAD-YAP block 4.
`Cc1c(OCc2ccccc2Cl)ccc2c3c(c(=O)oc12)CCC3` gave MITF inh 4, GPR151 ag 0.8, FBW7 act 0.1 and TEAD-YAP block -2.
For COCC(C)n1ccc(-c2sc(NCc3cnn(C)c3C)nc2C)n1 (stereo not given) the results were MITF inh 6, GPR151 ag -0.4, FBW7 act 0.0 and TEAD-YAP block -4.
Cc1ccccc1C1=N/C(=C\c2cccc(Cl)c2Cl)C(=O)O1 was read as MITF inh -3, GPR151 ag 1.7, FBW7 act 0.0 and TEAD-YAP block -9.
`O=c1[nH]cc([N+](=O)[O-])c(=O)[nH]1` gave MITF inh 13, GPR151 ag 1.4, FBW7 act 0.2 and TEAD-YAP block 3.
Screening CSc1nnc2c(n1)[nH]c1ccc(F)cc12 returned MITF inh -5, GPR151 ag -0.8, FBW7 act 0.1 and TEAD-YAP block 0.
Screening CC(=O)N(C)c1ccc(NC(=O)C(C)Oc2cccc(C)c2)cc1 (stereo not given) returned MITF inh -2, GPR151 ag -0.9, FBW7 act 0.0 and TEAD-YAP block 9.
`Cc1cc(C)n2nc(SCC(=O)Nc3cccc(S(=O)(=O)N4CCCC4)c3)nc2n1` gave MITF inh 4, GPR151 ag -2.1, FBW7 act 0.1 and TEAD-YAP block 4.
Screening Cc1cc(OCC(N)=O)c(C)cc1Br returned MITF inh 18, GPR151 ag -0.4, FBW7 act 0.0 and TEAD-YAP block 0.
For CC1CC(C)CN(C(=O)CSc2ccccc2)C1 (stereo not given) the results were MITF inh 13, GPR151 ag -1.0, FBW7 act 0.3 and TEAD-YAP block 4.
Screening c1ccc(N2COc3ccc4ccccc4c3C2)cc1 returned MITF inh -13, GPR151 ag 0.3, FBW7 act 0.0 and TEAD-YAP block 6.
Screening CCOC(=O)C(=CNc1cc(C)ccc1O)C(=O)OCC returned MITF inh 15, GPR151 ag -0.9, FBW7 act 0.8 and TEAD-YAP block 7.
Screening O=C(C1CC1)N(CC1CCCO1)c1nc(-c2ccc(Cl)cc2)cs1 (stereo not given) returned MITF inh 21, GPR151 ag 1.5, FBW7 act 0.2 and TEAD-YAP block -28.
Screening COc1ccc(C(=O)Nc2nc3c(ccc4ccccc43)s2)c(OC)c1 returned MITF inh 10&-14, GPR151 ag -0.7&-0.3, FBW7 act -0.1&0.1 and TEAD-YAP block -1&-16.
CS(=O)(=O)N(CC(=O)Nc1ccccc1F)c1cccc(Br)c1 was read as MITF inh -2, GPR151 ag -0.2, FBW7 act -0.1 and TEAD-YAP block 5.
`CCNc1nc(-c2cccs2)nc2ccccc12` gave MITF inh 5, GPR151 ag 1.0, FBW7 act 0.0 and TEAD-YAP block -2.
O=C(CCOc1ccccc1F)N1CCc2ccccc21 was read as MITF inh 4, GPR151 ag 0.5, FBW7 act 0.1 and TEAD-YAP block -29.

Next part, overlapping the part above by three compounds.
CS(=O)(=O)N(CC(=O)Nc1ccccc1F)c1cccc(Br)c1 was read as MITF inh -2, GPR151 ag -0.2, FBW7 act -0.1 and TEAD-YAP block 5.
`CCNc1nc(-c2cccs2)nc2ccccc12` gave MITF inh 5, GPR151 ag 1.0, FBW7 act 0.0 and TEAD-YAP block -2.
O=C(CCOc1ccccc1F)N1CCc2ccccc21 was read as MITF inh 4, GPR151 ag 0.5, FBW7 act 0.1 and TEAD-YAP block -29.
Cc1ccc(NS(=O)(=O)c2cccc([N+](=O)[O-])c2)nc1 was read as MITF inh 7, GPR151 ag -0.9, FBW7 act 0.0 and TEAD-YAP block 7.
For O=C(O)/C=C\C(=O)Nc1cccc(NC(=O)c2ccccc2)c1 the results were MITF inh 28, GPR151 ag -1.9, FBW7 act 0.3 and TEAD-YAP block -13.
`O=C(COC(=O)c1ccco1)c1cccc(Br)c1` gave MITF inh 0, GPR151 ag 0.1, FBW7 act 0.1 and TEAD-YAP block 12.
For Cc1ccc(CNC(=O)c2cccnc2Cl)cc1 the results were MITF inh -1, GPR151 ag 1.1, FBW7 act 0.0 and TEAD-YAP block -7.
Cc1nn2c(SCC(=O)Nc3cccc(F)c3)nnc2[nH]c1=O was read as MITF inh -17, GPR151 ag 0.2, FBW7 act 0.1 and TEAD-YAP block -1.
For CCOc1ccc(C)cc1S(=O)(=O)Nc1ccc2c(c1)CC(=O)N2CC the results were MITF inh -4, GPR151 ag 1.6, FBW7 act -0.1 and TEAD-YAP block 3.
For Cc1ccc(S(=O)(=O)Nc2ccc3c(c2)ncn3C)cc1 the results were MITF inh -8, GPR151 ag 0.9, FBW7 act 0.1 and TEAD-YAP block 8.
Nc1cc(-c2ccc(Cl)cc2)nn1S(=O)(=O)Cc1ccccc1 was read as MITF inh 13, GPR151 ag -0.9, FBW7 act 0.1 and TEAD-YAP block 0.
Screening CCC(=O)N1CCN(c2ccc(NC(=O)COc3ccccc3[N+](=O)[O-])cc2)CC1 returned MITF inh -2, GPR151 ag 2.6, FBW7 act 0.6 and TEAD-YAP block -14.
CCc1ccc(OCC(=O)Nc2cccc(-c3nc4cc(C)ccc4o3)c2)cc1 was read as MITF inh -7, GPR151 ag 2.6, FBW7 act 0.1 and TEAD-YAP block -28.
For CC(=O)N(C(C)=O)N1C(=O)/C(=C/c2cccc(F)c2)SC1=S the results were MITF inh -9, GPR151 ag -2.2, FBW7 act 0.0 and TEAD-YAP block 2.
Screening CC(=O)c1c(C)[nH]c(C(=O)CSc2nnc(Nc3ccccc3F)s2)c1C returned MITF inh 5, GPR151 ag 0.0, FBW7 act 0.4 and TEAD-YAP block 5.
For NC(=O)C1CCN(C(=O)Nc2ccc(C(F)(F)F)cc2)CC1 the results were MITF inh 5, GPR151 ag -0.6, FBW7 act 0.2 and TEAD-YAP block -12.
COc1cc(Nc2nc(Nc3ccc(-n4ccnc4)cc3)nc3c2ncn3-c2ccccc2)cc(OC)c1OC was read as MITF inh 9, GPR151 ag -0.4, FBW7 act -0.2 and TEAD-YAP block 34*.
Screening COc1ccc(CCNC(=O)c2ccc3nc(-c4cccc(C(C)=O)c4)sc3c2)cc1 returned MITF inh -3, GPR151 ag -1.3, FBW7 act -0.1 and TEAD-YAP block 9.
Screening COc1ccccc1CNC(=O)c1ccc(CNS(=O)(=O)c2ccc(C)cc2)cc1 returned MITF inh -1, GPR151 ag -0.5, FBW7 act -0.1 and TEAD-YAP block -5.
Screening CN(C)Cc1c(C(=O)N/N=C/c2ccco2)nnn1-c1nonc1N returned MITF inh -2, GPR151 ag 1.2, FBW7 act -0.1 and TEAD-YAP block -4.
`CC(=O)Nc1ccc(NS(=O)(=O)c2cccc(C(=O)O)c2)cc1` gave MITF inh -7, GPR151 ag -0.6, FBW7 act 0.1 and TEAD-YAP block -16.
CCN(CCCNC(=O)c1ccc2c(=O)n(Cc3ccc4c(c3)OCO4)c(=S)[nH]c2c1)c1ccccc1 was read as MITF inh 4, GPR151 ag -1.5, FBW7 act 0.8 and TEAD-YAP block 5.
Screening CCCn1nnc(NC(=O)c2cc(Cl)ccc2Cl)n1 returned MITF inh 0, GPR151 ag 4.5, FBW7 act 0.0 and TEAD-YAP block 3.

3 records drawn at random from those above:
Cc1nn2c(SCC(=O)Nc3cccc(F)c3)nnc2[nH]c1=O was read as MITF inh -17, GPR151 ag 0.2, FBW7 act 0.1 and TEAD-YAP block -1.
Cc1ccc(NS(=O)(=O)c2cccc([N+](=O)[O-])c2)nc1 was read as MITF inh 7, GPR151 ag -0.9, FBW7 act 0.0 and TEAD-YAP block 7.
For NC(=O)C1CCN(C(=O)Nc2ccc(C(F)(F)F)cc2)CC1 the results were MITF inh 5, GPR151 ag -0.6, FBW7 act 0.2 and TEAD-YAP block -12.

Additional compounds.
Screening O=C1c2ccccc2S(=O)(=O)N1Cc1cc(=O)n2ccsc2n1 returned MITF inh 6, GPR151 ag 3.0, FBW7 act 0.7 and TEAD-YAP block 6.
Screening COc1ccc(NC(=O)CC2S/C(=N/N=C3\CSC(=O)N3)NC2=O)cc1 (stereo not given) returned MITF inh 82*, GPR151 ag -2.2, FBW7 act -2.2 and TEAD-YAP block 3.
For CC(C)(C)C(=O)CSc1nc2cc(C(=O)N3CCOCC3)ccc2c(=O)n1C1CCCCC1 the results were MITF inh 20, GPR151 ag 0.6, FBW7 act 0.1 and TEAD-YAP block 4.
`CCC(C)NC(=O)C(CC)n1c2ccccc2c2nc(=O)cc(C)n21` (stereo not given) gave MITF inh 11, GPR151 ag 0.2, FBW7 act -0.1 and TEAD-YAP block 0.
`CC(C)C(=O)N1CCCc2cc(NC(=O)CN3C(=O)c4ccccc4C3=O)ccc21` gave MITF inh -13, GPR151 ag 4.7, FBW7 act 0.1 and TEAD-YAP block -4.
For Cc1cccc(C)c1OCCN1CCCC1 the results were MITF inh -4, GPR151 ag 0.5, FBW7 act -0.1 and TEAD-YAP block -3.
Screening CCOC(=O)c1ccc(NC(=O)c2ccccc2C(=O)c2ccccc2)cc1 returned MITF inh 16, GPR151 ag -1.5, FBW7 act 0.1 and TEAD-YAP block 0.
`S=c1oc(-c2ccco2)nn1CN1CCOCC1` gave MITF inh 11, GPR151 ag 1.4, FBW7 act 0.1 and TEAD-YAP block 2.
`COc1ccc(C2=N/C(=C\c3cccc([N+](=O)[O-])c3)C(=O)O2)c(Cl)c1` gave MITF inh 8, GPR151 ag -0.9, FBW7 act 0.1 and TEAD-YAP block -5.
COc1ccc(NC(=O)CSc2nc3ccccc3c(=O)n2CCc2ccc(OC)c(OC)c2)c(OC)c1 was read as MITF inh 18, GPR151 ag 0.3, FBW7 act 0.0 and TEAD-YAP block -3.
O=C(O)CCC(=O)Nc1ccc(SSc2ccc(NC(=O)CCC(=O)O)cc2)cc1 was read as MITF inh 8, GPR151 ag -0.5, FBW7 act 0.1 and TEAD-YAP block 9.
Cc1ccc(NC(=O)CN2Cc3ccccc3C2=O)cc1F was read as MITF inh -23, GPR151 ag 2.3, FBW7 act -0.2 and TEAD-YAP block -5.
Cn1c(SCC(=O)Nc2ccc3c(c2)OCCO3)nnc1-c1cnccn1 was read as MITF inh 3, GPR151 ag -0.3, FBW7 act 0.0 and TEAD-YAP block -6.
Nc1c(C(=O)c2ccc(Cl)s2)sc2c1c(=O)[nH]c(=O)n2CC1CCCO1 (stereo not given) was read as MITF inh 10, GPR151 ag -1.1, FBW7 act 0.1 and TEAD-YAP block 3.
For Cc1cc(N(CC(=O)N2CCCC2)S(C)(=O)=O)ccc1Br the results were MITF inh -6, GPR151 ag -0.9, FBW7 act -0.1 and TEAD-YAP block 11.
Screening CC(=O)N(CC(C)C(=O)O)c1c(I)cc(I)c(N)c1I (stereo not given) returned MITF inh 8, GPR151 ag -1.4 and FBW7 act 0.3.
Screening NNC(=O)c1[nH]c2ccc(Cl)cc2c1-c1ccccc1 returned MITF inh 7, GPR151 ag -0.8, FBW7 act 0.1 and TEAD-YAP block 5.
For CCc1cccc(C)c1NC(=O)c1ccc(Cl)c(Cl)c1 the results were MITF inh -10, GPR151 ag -1.9, FBW7 act -0.2 and TEAD-YAP block -1.
Screening CCCCc1ccc(S(=O)(=O)Nc2cc(C)on2)cc1 returned MITF inh 13, GPR151 ag 1.0, FBW7 act 0.5 and TEAD-YAP block 12.
COc1ccc(C2(O)CC3CCC(C2)N3c2cc(C)nc(N)n2)cc1 (stereo not given) was read as MITF inh 2, GPR151 ag -0.4, FBW7 act 0.0 and TEAD-YAP block -3.
`Cc1ccc(Sc2cc(C(=O)NCCCN(C)C)c3ccccc3n2)cc1` gave MITF inh -5, GPR151 ag 0.2, FBW7 act -0.1 and TEAD-YAP block -3.
`O=[N+]([O-])c1cccc(S(=O)(=O)NCCSC2CCCCC2)c1` gave MITF inh -1, GPR151 ag 0.4, FBW7 act -0.1 and TEAD-YAP block -4.
`COc1ccc([N+](=O)[O-])cc1NC1CCCCC1C` (stereo not given) gave MITF inh 50, GPR151 ag 5.7*, FBW7 act 0.0 and TEAD-YAP block 5.
`Cc1cccc(NC(=O)c2ccc(-c3cccc([N+](=O)[O-])c3)o2)n1` gave MITF inh 10, GPR151 ag -1.2, FBW7 act -0.2 and TEAD-YAP block -10.
`COCCCNC(=O)c1cc2c(=O)n3cc(C)ccc3nc2nc1NCC1CCCO1` (stereo not given) gave MITF inh 0, GPR151 ag 1.2, FBW7 act -0.2 and TEAD-YAP block -1.
For COc1cc(S(=O)(=O)NC(C)c2ccccc2)c(OC)cc1Cl (stereo not given) the results were MITF inh 7, GPR151 ag -0.9, FBW7 act -0.1 and TEAD-YAP block 1.

Some of these compounds in order of SMILES length, descending:
Screening CCC(=O)N1CCN(c2ccc(NC(=O)COc3ccccc3[N+](=O)[O-])cc2)CC1 returned MITF inh -2, GPR151 ag 2.6, FBW7 act 0.6 and TEAD-YAP block -14.
Screening CCCn1nnc(NC(=O)c2cc(Cl)ccc2Cl)n1 returned MITF inh 0, GPR151 ag 4.5, FBW7 act 0.0 and TEAD-YAP block 3.
Screening Cc1cc(OCC(N)=O)c(C)cc1Br returned MITF inh 18, GPR151 ag -0.4, FBW7 act 0.0 and TEAD-YAP block 0.
